# S1P2 blocker: human S1P2 receptor antagonists, primary screen, cell-based | cell-based S1P2 antagonist assay, inhibition at 5 uM | inhibition, % at 5 µM | actives 0.21% (n = 97,000); in the data active = inhibition above about 45%;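 also: CRE beta-lactamase reporter cells expressing human S1P2 stimulated with S1P; 0% = agonist at EC80 alone and 100% = agonist plus reference antagonist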
# S1P2 ag: S1P2 receptor agonists, primary screen, cell-based; Sphingosine 1-phosphate receptor 2 (Homo sapiens), O95136; S1P2-expressing cell line, agonist reporter read-out; activation, % at 4.5 µM; actives 0.46% (n = 97,000); in the data active = activation above about 16%;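 also: 0% = vehicle low control and 100% = maximal reference agonist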
# PTPN22 act: LYP phosphatase activators, primary screen, biochemical, DiFMUP fluorescence, 2 µM; Tyrosine-protein phosphatase non-receptor type 22 (Homo sapiens), Q9Y2R2; recombinant LYP; 0 = plate median, 100 = signal doubled; activation, % at 2 µM; actives 0.11% (n = 96,000);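 active = activation at 2 µM above a set limit, the mean plus 5 SD, cut at about 37% in these data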
# PostGolgi ctrl: growth inhibition of yeast control strain, primary screen, counter-screen for post-Golgi transport modulator project. efflux-deficient yeast background strain, growth absorbance A615, 16 h. AID 738, 2007. inhibition, % at 10 µM. actives 5% (n = 98,000)
# FAK blocker: FAK kinase inhibitors, primary screen, biochemical | biochemical FAK kinase activity assay | inhibition, %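 (tested at 7 µM)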 | actives 0.84% (n = 97,000) | AID 727, 2007; in the data active = inhibition above about 19%;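 also: 0% = DMSO and 100% = reference compound high control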
# HIV Rev-RRE inh: HIV-1 Rev-RRE binding inhibitors, primary screen, biochemical, FRET, protein-RNA interaction. P05866. Rev peptide-RRE RNA binding. inhibition, % at 8 µM. actives 0.79% (n = 97,000). AID 704, 2007;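 active = inhibition above the screen-wide mean plus 3 SD, cut at about 35% in these data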;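 also: 0% = median DMSO wells and 100% = median Neomycin B control wells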
# Target sequence (P05866 whole entry, looked up): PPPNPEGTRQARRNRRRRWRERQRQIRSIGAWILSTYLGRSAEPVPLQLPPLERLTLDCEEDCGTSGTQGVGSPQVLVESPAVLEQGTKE
#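 Probe or stimulus: fluorescein-Rev peptide as binding partner; assay system: Cy5-tagged RRE RNA duplex with fluorescein-tagged Rev peptide; timing: 5 min compound–RNA preincubation, then 15 min with peptide, 25 °C; medium: HEPES pH 7.5 buffer with KCl, MgCl2, NaCl and EDTA; signal: fluorescein-to-Cy5 FRET, 480 nm excitation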
# EphB4 antag: EphB4-ephrin-B2 interaction antagonists, primary screen, biochemical, TNYL-RAW peptide probe, fluorescence polarization. Ephrin type-B receptor 4 (Homo sapiens), P54760. EphB4 LBD / TNYL-RAW-Alexa532 peptide. inhibition, % at 7 µM. actives 0.15% (n = 97,000). AID 720, 2007;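 active = inhibition above the screen-wide mean inhibition plus 3 SD, cut at about 15% in these data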;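 also: 0% = DMSO wells and 100% = excess unlabeled TNYL-RAW peptide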
# Target sequence (P54760 whole entry, looked up, the tested form may be a part): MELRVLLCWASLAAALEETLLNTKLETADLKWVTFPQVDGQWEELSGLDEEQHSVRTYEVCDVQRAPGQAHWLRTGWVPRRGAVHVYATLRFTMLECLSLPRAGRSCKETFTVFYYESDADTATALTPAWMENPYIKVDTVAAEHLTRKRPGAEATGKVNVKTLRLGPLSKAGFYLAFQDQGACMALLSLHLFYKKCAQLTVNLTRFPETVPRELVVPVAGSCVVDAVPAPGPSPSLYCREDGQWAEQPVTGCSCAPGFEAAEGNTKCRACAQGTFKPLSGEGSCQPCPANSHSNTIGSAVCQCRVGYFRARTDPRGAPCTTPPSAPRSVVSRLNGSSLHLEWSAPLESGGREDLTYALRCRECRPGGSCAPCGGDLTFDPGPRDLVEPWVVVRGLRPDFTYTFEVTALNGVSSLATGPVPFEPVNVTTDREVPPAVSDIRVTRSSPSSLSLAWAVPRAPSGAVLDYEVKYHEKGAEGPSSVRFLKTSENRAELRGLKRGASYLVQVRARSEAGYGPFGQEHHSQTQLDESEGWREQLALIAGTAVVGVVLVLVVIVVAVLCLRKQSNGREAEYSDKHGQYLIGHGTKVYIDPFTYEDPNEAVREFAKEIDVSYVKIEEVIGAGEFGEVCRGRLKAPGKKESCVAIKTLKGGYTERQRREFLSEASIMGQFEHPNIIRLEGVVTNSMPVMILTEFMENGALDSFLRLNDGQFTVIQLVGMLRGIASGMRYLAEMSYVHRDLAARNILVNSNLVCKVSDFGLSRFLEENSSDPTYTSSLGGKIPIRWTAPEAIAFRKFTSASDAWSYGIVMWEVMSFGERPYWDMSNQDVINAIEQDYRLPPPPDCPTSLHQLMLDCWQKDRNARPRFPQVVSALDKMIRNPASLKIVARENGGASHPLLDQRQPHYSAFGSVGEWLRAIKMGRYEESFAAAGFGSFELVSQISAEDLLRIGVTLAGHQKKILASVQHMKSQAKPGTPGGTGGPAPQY
# PostGolgi yeast: phenotypic screen on post-Golgi transport, primary screen; post-Golgi transport phenotypic cell assay; inhibition, % at 10 µM; actives 0.9% (n = 98,000);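 also: yeast cells grown in 1536-well plates; yeast grown about 18 h at 30C before absorbance read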
# LYP inh 2: PTPN22 phosphatase inhibitors, primary screen, biochemical, DiFMUP fluorescence, 2 µM | Tyrosine-protein phosphatase non-receptor type 22 (Homo sapiens), Q9Y2R2 | recombinant LYP catalytic domain | inhibition, % at 2 µM | actives 0.21% (n = 96,000) | AID 640, 2007;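 active = inhibition at 2 µM at or above a set limit, the screen mean plus 3 SD, cut at about 24% in these data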;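 also: 0% = DMSO with enzyme and 100% = enzyme fully blocked by orthovanadate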
# * marks the source's active call; other numbers are inactive results; nt = not tested or not shown; [ ] = remark or other dose. Rule as the data show it, unless noted: active = inhibition above about 30%; inactive = the rest. Hits appear at their usual frequency; overall some 7% were active at least once.
SMILES,S1P2 blocker,S1P2 ag,PTPN22 act,PostGolgi ctrl,FAK blocker,HIV Rev-RRE inh,EphB4 antag,PostGolgi yeast,LYP inh 2
OC12CCCCC1C(c1ccc3c(c1)OCO3)N(Cc1cccc(F)c1)CC2 (stereo not drawn),6.0,-0.8,-1.9,13.1,0.3,11.0,5.1,5.4,0.5
FC(F)(F)c1cccc(NC(=S)Nc2ccc(Cl)cc2Cl)c1,1.2,-1.1,-1.0,52.7*,-6.0,2.9,-4.0,37.5*,6.3
Cc1noc(C)c1S(=O)(=O)N1CCCC(C(=O)NCc2ccccn2)C1 (stereo not drawn),-1.6,-5.9,-7.7,0.3,2.8,3.5,7.9,6.1,5.8
CSc1ccc(/C=C/C(=O)c2ccc(NC(C)=O)cc2)cc1,-29.5,-8.2,-0.2,14.7,18.6,2.8,-5.7,-13.1,5.3
CCOc1c(Cl)cc(CNCC(C)C)cc1Cl,-5.2,-3.2,-4.7,nt,-1.2,2.0,-4.9,nt,5.2
COc1ncnc2c1cnn2-c1ccccc1,-14.5,-3.4,37.6*,2.8,-1.5,1.9,0.1,2.1,-38.3
COc1ccc2c(c1)OC13CCCCC1C2C(C(=O)c1ccccc1)C(=O)N3 (stereo not drawn),-4.8,-2.2,-3.0,-10.2,3.7,-0.6,1.3,-6.4,0.2
COc1ccc(C(=O)Nc2nnc(-c3ccco3)s2)cc1,-26.1,0.6,1.4,19.3,-2.2,7.2,3.5,9.9,0.9
Cc1cccc(-n2ccnc2SCC(=O)Nc2nccs2)c1C,5.6,-8.9,0.3,27.3,-1.8,-2.7,-4.2,2.9,-1.3
COc1ccc(C(=O)CC(c2ccccc2)C2C(=O)CCCC2=O)cc1 (stereo not drawn),-11.2,1.1,1.4,23.3,2.1,6.2,9.1,-0.3,-0.8
C=CCSc1nc2c(c(C3CC=CCC3)c1C#N)CCC2 (stereo not drawn),-21.2,-0.9,-0.8,nt,-5.5,9.7,2.5,nt,-4.3
CCCNC(=O)NC(=O)CSc1nc2ccccc2n1CC(C)C,11.3,-4.5,-2.3,0.5,2.6,4.9,1.5,2.3,1.7
O=C(CSc1nc2c(sc3ccccc32)c(=O)n1CCO)NCC1CCCO1 (stereo not drawn),22.4,-5.1,-3.7,1.4,3.8,6.3,6.6,-3.5,9.5
Cn1cccc1C(=O)NC(=O)COC(=O)c1ccccc1Sc1ccccc1C#N,1.6,-2.9,-5.5,2.3,-1.9,1.8,2.9,10.3,4.3
CCOC(=O)c1ccc2c(c1)nc(SCC(=O)c1ccco1)n2CC,1.9,-8.0,-8.9,-1.3,5.4,10.6,3.3,-6.7,11.9
Cc1cc(=O)[nH]c(SCC(=O)c2ccc(C)c(C)c2)n1,-2.6,-5.3,-3.2,3.2,-1.7,-0.4,0.3,87.1*,1.5
O=C(O)c1cccc(-n2nnnc2SCc2ccccn2)c1,-6.9,-1.7,-2.8,-8.3,-2.7,5.5,-0.8,-6.6,-2.3
O=C(O)CCSc1nnnn1-c1ccccc1,11.5,-8.8,-0.1,-2.7,-3.0,4.5,6.0,-2.3,0.1
Nc1nonc1-c1noc(-c2ccc(Br)o2)n1,-4.7,-7.0,-3.5,7.6,-0.6,2.0,-1.9,0.6,1.1
O=S(=O)(c1ccc(OCC(O)CN2CCCC2)cc1)N1CCOCC1 (stereo not drawn),6.4,-0.3,4.7,18.4,0.0,2.9,8.6,-7.6,-6.4
CN(c1cccc(NC(=O)Nc2ccc(Cl)cc2)c1)S(C)(=O)=O,20.9,-3.6,-3.4,1.7,8.2,4.7,5.1,-5.6,5.5
CC1=Nn2c(nnc2-c2ccc(F)cc2)SC1,-10.5,-2.8,8.0,0.7,-3.3,1.0,-6.6,-2.0,-4.7
Cc1ccccc1N1CCN(c2ncnc3scc(-c4cccs4)c23)CC1,9.7,0.5,-2.2,21.3,-0.5,11.8,0.4,-8.5,6.2
COc1ccc(-c2ccc3c(N)c(C(=O)c4cccc(OC)c4)sc3n2)cc1,17.7,-7.6,-8.7,-7.8,0.3,54.6*,-1.8,18.5,7.2

# The closing 2 entries of the part above are carried over, then new ones follow.
SMILES,S1P2 blocker,S1P2 ag,PTPN22 act,PostGolgi ctrl,FAK blocker,HIV Rev-RRE inh,EphB4 antag,PostGolgi yeast,LYP inh 2
Cc1ccccc1N1CCN(c2ncnc3scc(-c4cccs4)c23)CC1,9.7,0.5,-2.2,21.3,-0.5,11.8,0.4,-8.5,6.2
COc1ccc(-c2ccc3c(N)c(C(=O)c4cccc(OC)c4)sc3n2)cc1,17.7,-7.6,-8.7,-7.8,0.3,54.6*,-1.8,18.5,7.2
C=CCn1c(CSCc2ccc(C)cc2)nnc1SCC(=O)NCc1ccccc1,-10.7,-0.8,2.1,9.6,0.6,1.9,-2.5,-4.0,-3.5
CC(=O)N1CCC2(CC1)C(C#N)=C(N)Oc1n[nH]c(CSc3ccc(C)cc3)c12,0.8,1.0,9.2,5.0,4.1,-0.1,-1.6,-0.7,-8.6
C#CCSc1nnc(-c2ccccc2)c(=O)[nH]1,17.5,-9.9,-6.0,nt,-3.2,3.0,-1.8,nt,9.4
C#CCn1c(=NC(=O)CN2C(=O)CCC2=O)sc2cccc(C)c21,2.2,-0.6,nt,11.2,4.3,-2.0,-1.7,2.0,nt
Cc1ccc(/S(C)=N/S(=O)(=O)c2ccc(C)cc2)cc1 (stereo not drawn),-10.3,-6.2,1.3,6.9,-0.1,0.2,4.4,0.6,2.1
CC(N)C12CC3CC(CC(O)(C3)C1)C2 (stereo not drawn),-17.7,-5.2,2.6,-4.4,-0.4,8.9,4.9,-3.0,-1.9
O=C(CSc1nnc(-c2ccc(O)cc2)n1Cc1ccco1)c1cccs1,10.3,-7.2,-6.9,-2.3,7.0,9.0,6.5,6.0,3.9
Clc1ccc(SCCn2cncn2)cc1,-10.7,-2.9,8.0,12.4,-2.6,7.4,-0.9,-6.1,-9.4
O=c1c(/C=C(\O)c2ccccc2)nc2ccccc2n1-c1ccccc1,24.8,-2.2,-6.0,30.4*,-0.1,98.2*[fluorescence artefact?],-3.9,-9.6,8.4
CC1CCN(c2ccccc2NC(=O)c2ccc(F)cc2)CC1,-25.3,-1.9,-0.5,21.9,1.1,22.4,-2.3,3.7,2.5
COc1ccc(OC)c(C(=O)c2oc3ccccc3c2NC(C)=O)c1,9.5,-2.7,3.3,20.9,-2.9,8.3,4.8,-13.2,-5.8
Cc1sc2nc(CN3CCOCC3)nc(Oc3ccc(NC(=O)c4ccco4)cc3)c2c1C,-5.1,-2.1,-2.2,28.6,1.3,6.5,1.7,4.6,3.4

# As entered above:
# LYP inh 2, COc1ccc(OC)c(C(=O)c2oc3ccccc3c2NC(C)=O)c1 = -5.8
# LYP inh 2, Cc1ccccc1N1CCN(c2ncnc3scc(-c4cccs4)c23)CC1 = 6.2
# LYP inh 2, O=C(O)CCSc1nnnn1-c1ccccc1 = 0.1
# S1P2 ag, Cc1cccc(-n2ccnc2SCC(=O)Nc2nccs2)c1C = -8.9
# PTPN22 act, O=C(CSc1nc2c(sc3ccccc32)c(=O)n1CCO)NCC1CCCO1 (stereo not drawn) = -3.7

# Further compounds.
SMILES,S1P2 blocker,S1P2 ag,PTPN22 act,PostGolgi ctrl,FAK blocker,HIV Rev-RRE inh,EphB4 antag,PostGolgi yeast,LYP inh 2
O=C1NC(=S)SC1=C1CCCC1,-24.2,0.3,0.6,56.0*,-0.1,11.1,5.3,22.9,1.0
COc1ccc(C(=S)N2CCCC2)cc1C,-15.0,-1.8,6.4,8.8,-1.4,-0.3,-4.5,-1.4,-8.7
O=C(CCN1C(=O)C2C3C=CC(C3)C2C1=O)NCc1cccnc1 (stereo not drawn),11.6,-5.6,-0.6,18.6,1.4,6.8,-1.8,-2.6,-2.5
Cc1onc(-c2ccccc2)c1C(=O)NCCc1ccc(Cl)cc1,-3.0,-2.8,8.8,9.2,0.7,5.0,0.8,18.0,-8.9
O=C(CSc1nnc(-c2cccs2)n1-c1cccc(Cl)c1)c1cccc2c1OCCO2,6.4,-7.1,-23.7,9.0,-3.2,7.4,9.4,9.4,24.6*
CCCS(=O)(=O)N1CCN(C(=O)c2ccc(-c3ccccc3)cc2)CC1,2.1,-2.3,-2.9,8.1,-1.2,9.9,4.3,3.0,4.9
O=C(CP(=O)(c1ccccc1)c1ccccc1)Nn1cnnc1,20.6,-1.1,6.2,-6.1,-2.0,6.8,1.1,6.4,-5.9
COc1ccccc1NC(=O)c1nn(-c2ccccc2)ccc1=O,10.6,-10.6,-15.9,27.8,1.7,5.2,1.7,-2.4,18.7
O=S(=O)(NCCSc1ccccc1)c1cccs1,-2.0,-9.1,-13.7,4.5,2.5,4.0,-1.4,10.6,13.4
Clc1ccc(OCCN2CCCCC2)c(Cl)c1,9.2,-8.2,-1.4,7.7,1.8,1.3,-0.2,17.5,0.9
O=C(CN1C(=O)C2CC=C(Cl)CC2C1=O)NCc1ccccc1 (stereo not drawn),9.2,-3.4,-5.9,5.7,-0.1,12.3,-1.6,3.8,4.1
CC(=O)c1cccc(NC2c3ncccc3C(=O)N2Cc2ccco2)c1 (stereo not drawn),1.5,-2.1,3.8,5.7,-0.2,1.2,-1.9,6.0,-3.2
CCCS(=O)(=O)NCCc1cc2c(OC)ccc(OC)c2[nH]c1=O,-8.0,-4.9,-4.0,0.5,0.2,3.0,-2.1,17.8,1.0
CCOC(=O)C(CC)Sc1nc2c(c(=O)[nH]c(=O)n2C)n1CCc1ccccc1 (stereo not drawn),0.6,-6.9,-1.6,11.5,1.7,6.0,-0.6,3.8,0.8
O=C(NCC(c1cccnc1)N1CCN(c2ccccc2F)CC1)c1cccc(Cl)c1 (stereo not drawn),-29.8,-4.5,4.6,24.1,1.0,9.5,3.9,47.0*,-2.9
Cc1ccc(C2=N/C(=C/c3cccs3)C(=O)N2Nc2ccccc2)cc1,-11.1,-4.2,-7.7,25.4,0.1,23.3,-3.9,6.0,7.1
CCOC(=O)C(C(=O)NCCCN1CCOCC1)C1CCCCC1 (stereo not drawn),-5.7,-0.5,4.9,nt,18.9*,-1.5,3.7,nt,-8.6
CCNC(=S)N/N=C/c1ccc(OCCOc2ccccc2C)cc1,14.7,-5.2,5.5,18.8,-4.5,1.4,-6.5,-3.8,0.8
NC(=O)c1ccsc1NC(=O)C1CCCN1S(=O)(=O)c1ccc(Cl)cc1 (stereo not drawn),21.6,-3.1,-5.3,35.7*,-0.7,7.8,-0.1,-6.9,3.6
COC(=O)CN(C(=S)Nc1ccc(Cl)cc1)C1CC(=O)N(c2ccc(OC)cc2)C1=O (stereo not drawn),54.6*,-3.3,-12.9,7.4,1.2,9.0,4.9,2.5,17.5
CC(=O)Nc1cccc(C(=O)OCc2ccccc2)c1,-3.7,-1.2,14.3,7.3,-1.2,1.4,-0.1,-3.2,-10.2
COc1cc(OC)cc(C(=O)N2CCCc3ccccc32)c1,15.9,-2.1,-8.3,6.0,-2.5,-2.4,-3.3,-6.0,5.7
COc1cc2c(cc1OC)CN(CC(=O)Nc1ccc3c(c1)OCO3)CC2,17.1,-3.3,-6.6,23.4,4.1,1.1,6.9,-5.6,8.2
N#C/C(=C1/CCCCCN1)c1nnc2n1CCCCC2,6.8,-7.6,-7.1,13.8,-0.1,2.2,-3.3,5.8,6.0
O=C(CCNS(=O)(=O)c1cccc2nsnc12)N1CC(=O)N(CCc2ccccc2)C(=O)C1,-4.8,-2.7,-8.5,-0.8,-1.4,8.9,-1.2,-1.3,5.8

# Source: PubChem BioAssay
